p53null 39C kill – selectivity test: cytotoxicity in p53 null cells, nonpermissive temperature; Potency, µM (highest dose often 46.1 µM), for inactives: top-dose activity, negative = cell killing, usual class: cytotoxic; H1299 p53-null (neo) cells, 39C, ATPlite viability, 24 h; 55,000 compounds, 0.97% hits;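 further: potency means the concentration at half of the fitted maximal effect; 0% = DMSO only and -100% = full killing by 100 µM tamoxifen; nearly all actives have a fitted effect of over 50% in size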
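H1299 lung cancer cells, p53-null (H1299-neo) or expressing p53 A138V (H1299-p53A138V), were plated overnight at 37C, then exposed to compounds at up to 46 uM for 24 hr at 39C. Viability was read by ATP-based luminescence.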
GALK inhibitor – inhibitors of human galactokinase (GALK); AID 1347072; P51570; Potency, µM (highest dose often 57.5 µM), inactives show top-dose activity, negative = inhibition, actives largely listed as inhibitors; recombinant GALK, Kinase-Glo ATP luminescence, 1 h; 44,000 tested, under 10 active;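 further: plate controls were full GALK reaction for no effect and reaction lacking GALK for full effect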
Target sequence (P51570 whole entry, looked up): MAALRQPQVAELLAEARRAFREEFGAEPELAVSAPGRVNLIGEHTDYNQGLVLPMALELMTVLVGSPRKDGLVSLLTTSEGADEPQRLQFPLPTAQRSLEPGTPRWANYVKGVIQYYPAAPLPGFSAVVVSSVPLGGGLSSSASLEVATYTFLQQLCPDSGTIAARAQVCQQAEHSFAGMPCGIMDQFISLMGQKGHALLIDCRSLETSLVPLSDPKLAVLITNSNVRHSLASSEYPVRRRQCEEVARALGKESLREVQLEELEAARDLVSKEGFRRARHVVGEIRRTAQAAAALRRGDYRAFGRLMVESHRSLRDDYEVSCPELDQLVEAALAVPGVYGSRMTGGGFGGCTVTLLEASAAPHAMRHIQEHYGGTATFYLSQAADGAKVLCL
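Compounds were pinned into ATP buffer, then GALK-galactose mix was added (final 5 nM enzyme, 35 uM ATP, 100 uM galactose, pH 8.0). After 1 h at room temperature, Kinase-Glo Plus was added and luminescence read.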
TSG101-PTAP inh – blocks PTAP binding to human TSG101, validation | Potency, µM (series often up to 115 µM), without a hit: top-dose activity change, negative = inhibition, most hits filed as inhibitors | AID 1347069 | 44,000 tested, under 10 active | Fluorescence polarization, FITC-PTAP peptide/Tsg101, 20 min | Q99816; further: potency means the concentration at half of the fitted maximal effect; 0% is about no effect
Target sequence (Q99816 whole entry, looked up): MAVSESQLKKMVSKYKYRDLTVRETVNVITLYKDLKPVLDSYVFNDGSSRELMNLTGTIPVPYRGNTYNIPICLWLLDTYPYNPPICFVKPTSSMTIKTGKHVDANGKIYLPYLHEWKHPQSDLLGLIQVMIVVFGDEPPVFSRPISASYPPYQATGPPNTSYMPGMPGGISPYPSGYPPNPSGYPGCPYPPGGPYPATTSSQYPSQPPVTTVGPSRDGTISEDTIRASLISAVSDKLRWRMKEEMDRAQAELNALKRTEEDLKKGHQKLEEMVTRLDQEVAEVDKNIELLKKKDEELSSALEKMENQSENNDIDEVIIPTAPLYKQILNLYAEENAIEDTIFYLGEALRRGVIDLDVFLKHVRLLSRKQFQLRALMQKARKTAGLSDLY
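The Tsg101 binding domain, at 10 uM final, is mixed with compound and a FITC peptide bearing the PTAP motif (50 nM final). After 20 min at r.t., polarization is measured; actives defined by CRC class, efficacy cut-off 60% inhibition.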
p53null 32C tox – kills p53 null cells at the permissive temperature | H1299-neo p53 null cells, ATP luminescence, 24 h, 32C | Potency, µM (titrated, usually from 46.1 µM), for the others: top-dose activity change, negative = cytotoxicity, most hits filed as cytotoxic | 55,000 compounds, 0.62% hits;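 further: potency means the concentration at half of the fitted maximal effect; 0% = DMSO only and -100% = full killing by 100 µM tamoxifen; nearly all actives have a fitted effect of over 55% in size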
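Cytotoxicity: H1299-neo (no p53), 32C, 24 h treatment. Concentrations up to 46 uM. Readout cellular ATP, luminescence. Normalization to DMSO basal and tamoxifen 100 uM maximal kill.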
NTMT1 inhibitor – NTMT1 methyltransferase inhibition | Potency, µM (doses to about 114 µM), without a hit: at the highest dose activity change, negative = inhibition, actives largely listed as inhibitors | 59,000 compounds, 2.5% hits | NTMT1 MTase-Glo SAH luminescence, purified enzyme | Q9BV86;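 further: potency means the concentration at half of the fitted maximal effect; plate controls were DMSO vehicle for no effect and no enzyme for full effect; nearly all actives have a fitted effect of over 65% in size; many of its hits are not listed in these tables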
Target sequence (Q9BV86 whole entry, looked up): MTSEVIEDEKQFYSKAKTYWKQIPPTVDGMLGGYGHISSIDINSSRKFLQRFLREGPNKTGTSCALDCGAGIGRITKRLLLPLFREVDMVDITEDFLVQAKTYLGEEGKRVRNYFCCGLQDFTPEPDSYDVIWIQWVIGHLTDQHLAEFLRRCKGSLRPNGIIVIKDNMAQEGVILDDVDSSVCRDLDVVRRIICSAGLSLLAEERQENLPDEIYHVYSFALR
B2AR arrestin ag – ADRB2 beta-arrestin recruitment; HTLA Tango cells, beta-arrestin recruitment, luciferase luminescence, 18 h; P07550; Potency, µM (series often up to 46.1 µM), without a hit: at the highest dose activation, actives largely listed as activators; 44,000 tested, under 10 active;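 further: potency means the concentration at half of the fitted maximal effect; 0% = DMSO and full agonism = EC100 isoproterenol or metaproterenol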
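Receptor–beta-arrestin recruitment read by tTA-responsive luciferase: compound titrations (up to 46 µM) incubated 18 h with Tango cells, then luminescent substrate 15 min at room temperature. Concentration-response fits classified by r2, efficacy and activity.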
FH mod – Identification of activators of human fumarate hydratase by quantitative high-throughput screening. Fumarate hydratase, mitochondrial (Homo sapiens), P07954. FH coupled MDH/diaphorase resazurin fluorescence, 15 min. Potency, µM (series often up to 79.9 µM), without a hit: at the highest dose activity change, negative = inhibition, actives largely listed as inhibitors. 54,000 compounds, 0.22% hits. AID 1347055, 2019; further: potency means the concentration at half of the fitted maximal effect; on the % scale 0 is the no-effect control and ±100 the full control effect; the screen sought activators but most active calls are inhibition curves; nearly all actives have a fitted effect of over 45% in size
* hit, by the source's call; [ ] = dose if it differs, or a comment. The call rests on the fitted dose curve; in most records, active means well fitted curve in the direction sought with a large enough effect; inconclusive means small, poorly fitted or top-dose-only effect, or another doubt; inactive means no such curve, though single readings can be large; an effect the other way counts as inactive or inconclusive. These rows are one share of the data (hit frequency here may not be typical).

What do the screens show for `COc1ccccc1N1CCN(S(=O)(=O)CCNC(=O)COc2ccc(C(C)C)cc2)CC1`?
p53null 39C kill: -6%; GALK inhibitor: -4%; TSG101-PTAP inh: 0%; p53null 32C tox: -3%; NTMT1 inhibitor: 2%; B2AR arrestin ag: 0%; FH mod: -26%

Results for CC(C)(C)c1ccc(C2NC(=O)c3n[nH]c(-c4cccs4)c32)cc1 (configuration not stated) ?
p53null 39C kill: -4%; GALK inhibitor: 7%; TSG101-PTAP inh: 0%; p53null 32C tox: 37%[activator]; NTMT1 inhibitor: 7%; B2AR arrestin ag: 1%; FH mod: 3%

How did Clc1ccc(CNc2ncnc3onc(-c4ccc(Cl)cc4)c23)cc1 do in these assays?
p53null 39C kill: -13%; GALK inhibitor: 6%; TSG101-PTAP inh: 2%; p53null 32C tox: -1%; NTMT1 inhibitor: 1%; B2AR arrestin ag: 0%; FH mod: -21%

What do the screens show for `O=C(Nc1ccc(N2CCC(N3CCCCC3)CC2)c(C(=O)O)c1)c1ccc(Br)cc1`?
p53null 39C kill: 11%; GALK inhibitor: 2%; TSG101-PTAP inh: -6%; p53null 32C tox: -8%; NTMT1 inhibitor: inconclusive; B2AR arrestin ag: 0%; FH mod: -35%

What do the screens show for `CCOc1ccc(NC(=O)c2cn(C)c(=O)c3cc(OC)c(OC)cc23)cc1`?
p53null 39C kill: -18%; GALK inhibitor: 2%; TSG101-PTAP inh: -1%; p53null 32C tox: 1%; NTMT1 inhibitor: -6%; B2AR arrestin ag: 0%; FH mod: 2%

Results for CC(C)Cn1c(CN2CCN(c3cccc(Cl)c3)CC2)nc2c1c(=O)[nH]c(=O)n2C ?
p53null 39C kill: 3%; GALK inhibitor: -1%; TSG101-PTAP inh: 8%; p53null 32C tox: 18%; NTMT1 inhibitor: 12%; B2AR arrestin ag: -2%; FH mod: -21%

What do the screens show for `CCCS(=O)(=O)N1CC(=O)N(c2cc(C)ccc2C)C(C)(C(=O)NC2CCCCCC2)C1` (configuration not stated)?
p53null 39C kill: 3%; GALK inhibitor: 1%; TSG101-PTAP inh: 1%; p53null 32C tox: 5%; NTMT1 inhibitor: -2%; B2AR arrestin ag: 0%; FH mod: -1%

Results for O=C(NCC(c1cccnc1)N1CCc2ccccc2C1)c1ccc(F)c(F)c1 (configuration not stated) ?
p53null 39C kill: -8%; GALK inhibitor: 3%; TSG101-PTAP inh: 0%; p53null 32C tox: 2%; NTMT1 inhibitor: -5%; B2AR arrestin ag: -1%; FH mod: 15%

Results for CCc1ccc2oc(-c3cccc(NC(=O)c4ccc(N5CCC(C)CC5)c([N+](=O)[O-])c4)c3)nc2c1 ?
p53null 39C kill: -3%; GALK inhibitor: 8%; TSG101-PTAP inh: -4%; p53null 32C tox: -9%; NTMT1 inhibitor: 4%; B2AR arrestin ag: 0%; FH mod: 0%

How did CC1=C(C(=O)Nc2cccnc2)C(c2cccc(F)c2)n2nc(SCc3ccccc3F)nc2N1 (configuration not stated) do in these assays?
p53null 39C kill: 3%; GALK inhibitor: -3%; TSG101-PTAP inh: 2%; p53null 32C tox: 2%; NTMT1 inhibitor: -13%; B2AR arrestin ag: 1%; FH mod: 1%

Results for CCc1ccc(OC(=O)CSc2nnc(-c3ccc(OC)c(OC)c3)o2)cc1 ?
p53null 39C kill: -7%; GALK inhibitor: 0%; TSG101-PTAP inh: 0%; p53null 32C tox: -1%; NTMT1 inhibitor: -1%; B2AR arrestin ag: -2%; FH mod: inconclusive

Results for COc1ccc(CCNC(=O)Cn2nnc(-c3ccc(Cl)cc3)n2)cc1OC ?
p53null 39C kill: 24%; GALK inhibitor: 1%; TSG101-PTAP inh: -1%; p53null 32C tox: 3%; NTMT1 inhibitor: 9%; B2AR arrestin ag: -1%; FH mod: 1%

Results for COc1ccc(N2CCN(C(=O)CCS(=O)(=O)c3cc(Br)cc4c3N(C(=O)C3CC3)CC4)CC2)cc1 ?
p53null 39C kill: -6%; GALK inhibitor: 1%; TSG101-PTAP inh: -1%; p53null 32C tox: 7%; NTMT1 inhibitor: 0%; B2AR arrestin ag: 0%; FH mod: -5%

What do the screens show for `Cc1cccc(C2CC(=O)Oc3c2c(=O)n(C)c2ccccc32)c1` (configuration not stated)?
p53null 39C kill: -13%; GALK inhibitor: 9%; TSG101-PTAP inh: 2%; p53null 32C tox: -1%[9.22 µM]; NTMT1 inhibitor: 6%; B2AR arrestin ag: 1%; FH mod: -19%

How did COc1ccc(C(=O)Nc2nnc(S(=O)(=O)N(C)c3ccc(Cl)cc3)s2)cc1OC do in these assays?
p53null 39C kill: 7%; GALK inhibitor: inconclusive; TSG101-PTAP inh: -9%; p53null 32C tox: 15%; NTMT1 inhibitor: 21%; B2AR arrestin ag: -1%; FH mod: -8%

What do the screens show for `COc1ccc(-c2cc3nc(C)c(CCC(=O)N4CCN(c5cc(C)ccc5C)CC4)c(C)n3n2)c(OC)c1`?
p53null 39C kill: -15%; GALK inhibitor: 1%; TSG101-PTAP inh: -10%; p53null 32C tox: 0%; NTMT1 inhibitor: 10%; B2AR arrestin ag: -1%; FH mod: inconclusive

How did CSc1nc(C)cc(Nc2cccc(C(=O)O)c2)n1 do in these assays?
p53null 39C kill: inconclusive; GALK inhibitor: -6%; TSG101-PTAP inh: -9%; p53null 32C tox: 3%; NTMT1 inhibitor: 9%; B2AR arrestin ag: -3%; FH mod: -12%

How did CCN(C(=O)Cn1cc(S(=O)(=O)Cc2ccccc2Cl)c2ccccc21)c1ccccc1 do in these assays?
p53null 39C kill: -16%; GALK inhibitor: -2%; TSG101-PTAP inh: 0%; p53null 32C tox: -1%; NTMT1 inhibitor: 8%; B2AR arrestin ag: 0%; FH mod: -22%

What do the screens show for `CCOC(=O)c1ccc(N2C(=O)c3n[nH]c(-c4ccco4)c3C2c2cccc(O)c2)cc1` (configuration not stated)?
p53null 39C kill: 25%; GALK inhibitor: 4%; TSG101-PTAP inh: 0%; p53null 32C tox: inconclusive; NTMT1 inhibitor: -2%; B2AR arrestin ag: -2%; FH mod: inconclusive

How did O=C(c1cccc(Cl)c1)N1CCC(c2nc3c(nnn3Cc3ccc(F)cc3F)c(=O)[nH]2)CC1 do in these assays?
p53null 39C kill: 14%; GALK inhibitor: 9%; TSG101-PTAP inh: -1%; p53null 32C tox: -2%; NTMT1 inhibitor: 14%; B2AR arrestin ag: -1%; FH mod: -25%

Copied from the entries so far for reference:
What do the screens show for `COc1ccccc1N1CCN(S(=O)(=O)CCNC(=O)COc2ccc(C(C)C)cc2)CC1`?
p53null 39C kill: -6%; GALK inhibitor: -4%; TSG101-PTAP inh: 0%; p53null 32C tox: -3%; NTMT1 inhibitor: 2%; B2AR arrestin ag: 0%; FH mod: -26%

Results for CC(C)(C)c1ccc(C2NC(=O)c3n[nH]c(-c4cccs4)c32)cc1 (configuration not stated) ?
p53null 39C kill: -4%; GALK inhibitor: 7%; TSG101-PTAP inh: 0%; p53null 32C tox: 37%[activator]; NTMT1 inhibitor: 7%; B2AR arrestin ag: 1%; FH mod: 3%

How did Clc1ccc(CNc2ncnc3onc(-c4ccc(Cl)cc4)c23)cc1 do in these assays?
p53null 39C kill: -13%; GALK inhibitor: 6%; TSG101-PTAP inh: 2%; p53null 32C tox: -1%; NTMT1 inhibitor: 1%; B2AR arrestin ag: 0%; FH mod: -21%

What do the screens show for `O=C(Nc1ccc(N2CCC(N3CCCCC3)CC2)c(C(=O)O)c1)c1ccc(Br)cc1`?
p53null 39C kill: 11%; GALK inhibitor: 2%; TSG101-PTAP inh: -6%; p53null 32C tox: -8%; NTMT1 inhibitor: inconclusive; B2AR arrestin ag: 0%; FH mod: -35%

Additional entries
Results for Cc1ccccc1OCCSc1nc2ccc(NC(=O)c3ccco3)cc2s1 ?
p53null 39C kill: 19%; GALK inhibitor: 7%; TSG101-PTAP inh: 4%; p53null 32C tox: 33%[activator]; NTMT1 inhibitor: 8%; B2AR arrestin ag: -4%; FH mod: inconclusive

Results for COc1cc(NC(=O)CNC(=O)Cn2ccc3ccccc3c2=O)cc(OC)c1OC ?
p53null 39C kill: -8%; GALK inhibitor: 0%; TSG101-PTAP inh: 0%; p53null 32C tox: 3%; NTMT1 inhibitor: -20%; B2AR arrestin ag: 0%; FH mod: 1%

Results for CCC12CN3CC(CC)(CN(C1)C3c1cccc(OC)c1O)C2=O (configuration not stated) ?
p53null 39C kill: -6%; GALK inhibitor: 8%; TSG101-PTAP inh: 0%; p53null 32C tox: 0%; NTMT1 inhibitor: 3%; B2AR arrestin ag: 1%; FH mod: -10%

How did CCOC(=O)C1CCCN(CCC(=O)Nc2cccc(C)c2)C1 (configuration not stated) do in these assays?
p53null 39C kill: -16%; GALK inhibitor: 5%; TSG101-PTAP inh: 1%; p53null 32C tox: -3%; B2AR arrestin ag: 1%

Results for CCCN1CCN(c2ncnc3sc(C(=O)Nc4cccc(Cl)c4C)c(C)c23)CC1 ?
p53null 39C kill: 4%; GALK inhibitor: 1%; TSG101-PTAP inh: 0%; p53null 32C tox: -1%; NTMT1 inhibitor: inconclusive; B2AR arrestin ag: 1%; FH mod: -16%

What do the screens show for `Cc1cccc(-c2nc(CS(=O)CC(=O)NCc3ccc(Cl)cc3)c(C)o2)c1` (configuration not stated)?
p53null 39C kill: -1%; GALK inhibitor: 7%; TSG101-PTAP inh: 2%; p53null 32C tox: -2%; NTMT1 inhibitor: -9%; B2AR arrestin ag: 1%; FH mod: -7%

What do the screens show for `COc1ccccc1CNC(=O)c1cc2cc(S(=O)(=O)N3CCCCC3)ccc2n1C`?
p53null 39C kill: -5%; GALK inhibitor: -2%; TSG101-PTAP inh: 0%; p53null 32C tox: 7%; NTMT1 inhibitor: 2%; B2AR arrestin ag: 0%; FH mod: -15%

What do the screens show for `Cn1cc(S(=O)(=O)N2CCCCCC2)cc1C(=O)N1CCN(c2ccc(Cl)cc2)CC1`?
p53null 39C kill: -8%; GALK inhibitor: 3%; TSG101-PTAP inh: 0%; p53null 32C tox: 8%; NTMT1 inhibitor: -6%; B2AR arrestin ag: -1%; FH mod: -13%

What do the screens show for `Cc1cc(C)cc(C(=O)N2CC(=O)Nc3ccc(Br)cc3C2c2ccccc2)c1` (configuration not stated)?
p53null 39C kill: 15%; GALK inhibitor: -1%; TSG101-PTAP inh: -8%; p53null 32C tox: 48%[activator]; NTMT1 inhibitor: 9%; B2AR arrestin ag: -2%; FH mod: inconclusive

What do the screens show for `COc1ccc(-c2nc3ccccc3n3c(-c4ccccc4)c4c(=O)n(C)c(=O)n(C)c4c23)cc1OC`?
p53null 39C kill: -22%; GALK inhibitor: 2%; TSG101-PTAP inh: 2%; p53null 32C tox: -4%; NTMT1 inhibitor: -17%; B2AR arrestin ag: 1%; FH mod: 2%
